Bioassay records from PubChem.
PGC1a acetyl inh – modulators of PGC1a acetylation; 350,000 compounds, 0.17% hits; AID 651687; inhibition, % at 15.6 µM; U2OS PGC1a acetylation, AlphaScreen anti-acetyl-lysine; with virally co-expressed GCN5 acetyltransferase;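 active means every replicate shows inhibition of at least 40%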;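 further: 0% = neutral control wells and 100% = positive control wells; some results beyond the cut were filed as inactive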
miR-122 sensor – blocks miR-122 activity in Huh7 sensor cells. Huh7 miR-122 Renilla luciferase sensor, 48 h; neutral wells = 0, positive control = 100. activation (reporter increase), % at 12.5 µM. 340,000 compounds, 0.3% hits;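 active means mean replicate activation score at least 90 and every replicate individually at or above 90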;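 further: higher luciferase means less miR-122 activity so hits act as miR-122 inhibitors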
PAX8 inh HTS – lowers PAX8-driven luciferase in RMG-I cells. AID 652154. RMG-I TPO-luciferase reporter, SteadyGlo, 24 h. inhibition, % at 12.6 µM. 360,000 compounds, 1.2% hits;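 active means mean replicate inhibition at least 60% with every replicate also reaching 60%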;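 further: luciferase light reporting Pax8 driven TPO promoter activity; plate controls were median of neutral control wells for no effect and mitoxantrone controls for full effect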
Cneo AK release – causes C. neoformans cell lysis | adenylate kinase release luminescence, 4 h; normalised: neutral wells 0, clomiphene wells 100 | lysis activity, % at 15 µM | 360,000 compounds, 0.2% hits | AID 651654;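 active means mean lysis activity across replicates of at least 80%, whatever share of replicates individually reach that level; inactive means mean lysis activity below 80%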
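Assay system: Cryptococcus neoformans yeast cells / Dosing: single-point compound dose / Timing: 4 h at 37 °C static, read 1 h later / Measured by: luminescence of released adenylate kinase using an AK detection reagent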
LGR2 antag – inhibitors of bursicon-induced Drosophila LGR2 receptor cAMP signaling | HEK293 LGR2, CRE-luciferase, bursicon-stimulated, 4 h | inhibition, % at 9.99 µM | 380,000 compounds, 0.35% hits | AID 720647;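 active means drop in luminescence signal, shown as inhibition above about 50% in the replicate tests, limit read from the data, passing the limit was not always enough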;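 further: agonist challenge used bursicon conditioned medium at about half maximal strength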
EWS-Fli block – blocks EWS/Fli oncoprotein-driven transcription | inhibition, % at 12.6 µM | 350,000 compounds, 0.67% hits | AID 651661 | A673 NR0B1-luciferase reporter, viability-normalised;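 active means mean inhibition of at least 50% after viability correction, with every replicate also passing that limit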;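 further: firefly luciferase signal divided by Alamar Blue viability fluorescence both relative to DMSO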
FN deposition inh – fibronectin deposition inhibition. AH1F fibroblasts, Alexa488-fibronectin deposition fluorescence, overnight. inhibition, % at 12.6 µM. 350,000 compounds, 0.086% hits. AID 743247;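 active means mean inhibition across replicates of 30% or more, regardless of how many single replicates reach that level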;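 further: positive control wells lacked labelled fibronectin entirely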
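Material: AH1F fibroblasts assembling fluorescent fibronectin matrix; amount: 10000 AH1F cells/well; medium: DMEM, 2% serum; reagent: Alexa488-fibronectin, 24 nM final in well; dosing: single compound dose, delivered by pin transfer; incubation: 1 h adhesion, overnight exposure; detection: fluorescence after three HBSS washes, excitation 485 nm, emission 525 nm; measure: fibronectin deposition inhibition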
CASP6 VEID inh – blocks human caspase-6 cleavage activity; P55212; purified caspase-6, Z-VEID-R110 cleavage fluorescence; inhibition, % at 12.5 µM; 350,000 compounds, 0.53% hits;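 active means mean inhibition across replicates at least about 35%, with every replicate also reaching that limit, limit read from the data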;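 further: 0% = median of neutral control wells and 100% = no fluorescence left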
Target sequence (P55212 24-179 limits assumed): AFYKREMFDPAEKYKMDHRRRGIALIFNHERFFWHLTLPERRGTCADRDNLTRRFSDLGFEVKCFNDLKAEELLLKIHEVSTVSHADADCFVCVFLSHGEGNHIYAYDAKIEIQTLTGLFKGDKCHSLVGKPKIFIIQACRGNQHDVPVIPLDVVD
Target sequence (P55212 194-293 limits assumed): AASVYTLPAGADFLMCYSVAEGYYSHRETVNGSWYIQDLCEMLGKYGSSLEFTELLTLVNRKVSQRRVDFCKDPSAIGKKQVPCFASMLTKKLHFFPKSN
Starred values were filed as active, the others as inactive; · = no result given; & = joins results of further samples; [ ] = remark or other dose.

SMILES	PGC1a acetyl inh	miR-122 sensor	PAX8 inh HTS	Cneo AK release	LGR2 antag	EWS-Fli block	FN deposition inh	CASP6 VEID inh
CN1C(=O)c2cccc3c(Br)ccc(c23)C1=O	0	-9	-26	2	·	7	1	0
COc1cc(C(=O)Nc2cc(OC)c(OC)c(OC)c2)ccc1OCc1c(C)noc1C	-3	-11	-9	-1	-2	2	8	5
COc1ccc(S(=O)(=O)Nc2cccc3c2O[C@@H](CN(C)CC2CCCCC2)[C@H](C)CN([C@@H](C)CO)C3=O)cc1	1	10[16.7 µM]	-19	22	-2	-14	-15	-1
CCN(CC(=O)Nc1ccc(NC(C)=O)cc1)C(=O)c1cc([N+](=O)[O-])ccc1Sc1ccc(Cl)cc1	·	·	8	-4	-18	-7	7	-117
Cc1cc(C)cc(NC(=S)N(CCCN2CCN(C)CC2)Cc2cccs2)c1	·	-1	-20	0	-7	8	-12	-4
Cc1ccc(SCC(=O)Nc2ccc(S(=O)(=O)Nc3nccs3)cc2)cc1	·	·	30	·	-10	7	1	21
O=c1oc(/C=C/c2ccccc2)nc2ccccc12	·	·	-4	·	30	-24	0	3
O=C(C[C@@H]1CC[C@@H]2[C@H](COC[C@@H](O)CN2S(=O)(=O)c2ccccc2)O1)NCC1CCCCC1	6	-1[16.7 µM]	-1	1	-16	-4	-9	-1
CN(Cc1ccccc1)C(c1cc2ccccc2o1)c1nnnn1C(C)(C)C (configuration not stated)	·	·	22	·	1	5	-9	4
CC(C)NC(=O)N1C[C@H]2[C@@H](c3ccccc31)[C@@H](CO)N2C(=O)c1cccnc1	1	0[16.7 µM]	-13	-2	1	-3	·	-1
CCC1CCCCN1CCCNC(=O)c1ccc(/C=C2/Sc3ccccc3NC2=O)cc1 (configuration not stated)	-19	-1	-11	2	-28	17	8	-11
COc1ccc(S(=O)(=O)Nc2cccc3c2O[C@@H](CN(C)S(=O)(=O)c2cn(C)cn2)[C@@H](C)CN([C@H](C)CO)C3=O)cc1	6	-5[16.7 µM]	·	-1	-1	-3	-8	-4
O=C(Nc1ccc(S(=O)(=O)N2CCCCC2)cc1)c1ccc(=O)[nH]c1	10	-6	6	1	1	3	17	6
Cc1nc(-c2ccc(S(=O)(=O)Nc3ccc(Br)cc3F)cc2)co1	5	5	-10	9	10	·	11	-2
CC1=NN(C(=O)c2cccnc2)C(O)(C(F)(F)F)C1 (configuration not stated)	-5	-5	7	2	-15	9	-22	-4
Cc1cccc(S(=O)(=O)NC(=O)C2(C)CCN2C(=O)CCc2ccccc2)c1 (configuration not stated)	6	0	-4	0	-6	4	-6	-3
C[C@@H]1CN([C@@H](C)CO)S(=O)(=O)c2ccc(/C=C/c3ccccc3)cc2O[C@H]1CN(C)Cc1ccccc1	1	36[16.7 µM]	11	6	15	-12	·	-3
CCCCn1c(CN2CCN(C(=O)OCC)CC2)nc2c1c(=O)[nH]c(=O)n2C	9	-2	·	·	35	11	·	-1
Cc1noc(C)c1S(=O)(=O)Nc1ccc2c(c1)CC(=O)N([C@H](C)CO)C[C@H](C)[C@H](CN(C)C(=O)Nc1cccc3ccccc13)O2	10	1[16.7 µM]	·	40	1	5	-1	-1
COCCn1c(-c2ccc(-c3ccc([N+](=O)[O-])cc3Br)o2)nc2c1c(=O)[nH]c(=O)n2CC(C)C	-11	-5	16	3	4	12	·	·
CNC[C@H]1Oc2ccc(NC(=O)Nc3cccc4ccccc34)cc2CC(=O)N([C@@H](C)CO)C[C@H]1C	6	-5[16.7 µM]	-10	·	-21	5	-5	·
COc1cc(/C=C2/SC(=S)N(Cc3ccccc3)C2=O)cc(Cl)c1O	-4	-10	-23	-4	9	14	-25	3
COC(=O)c1[nH]c2ccccc2c1NC(=O)CN1CCN(C/C=C/c2ccccc2)CC1	2	-16	·	-1	12&7	·	4	-1
O=C(C[C@@H]1C[C@H]2c3cc(NC(=O)Nc4ccc(C(F)(F)F)cc4)ccc3O[C@H]2[C@H](CO)O1)NCc1ccc(Cl)cc1	-26	-1[16.7 µM]	94*	-4	19	23	·	-3
CCN(CC)c1ccc2cc(-c3nnc(-c4ccccc4)o3)c(=O)oc2c1	1	5	·	0	-16	·	·	·
Cc1cc(Cl)ccc1NC(=O)CN1C(=O)CSc2ccc(S(=O)(=O)N3CCOCC3)cc21	-3	9	8	·	-4	·	5	2
CCS(=O)(=O)N1CCN(CC(=O)NC2CCCCC2)CC1	0	·	3	·	-6	2	-9	2
COc1ccc(-c2sc3ccc(-c4ccc5c(c4)OCO5)cc3c2-c2ccc(OC)nc2)cc1	5	0	-15	4	13	3	10	-2
C=C1c2nc3ccccc3n2C=C(c2ccc(C)cc2)N1c1ccccc1	4	-1	·	·	-34	29	3	6
CCc1nn(CCCC(=O)NCc2ccccc2C)c(=O)c2cc3occc3n12	5	0	-9	-2	1	7	-10	1
O=C(O)c1ccc(Cn2cnc3c(=O)[nH]cnc32)cc1	0	-7	·	0	-11	-1	-10	-1
O=C1CCC(C(=O)N2CCCCO2)CN1Cc1cccc(C(F)(F)F)c1 (configuration not stated)	3	2	-21	1	-8	·	-5	1
CCOC(=O)c1c(NC(C)=O)sc2c1CCC(C=O)=C2Sc1ccccc1	-16	0	·	2	5	27	·	-1
CC(C)C(O)C1CCN(Cc2nc(Cc3ccccc3Cl)no2)CC1 (configuration not stated)	·	·	-27	·	4	-10	-5	3
COc1ccc(C)cc1S(=O)(=O)NC(C)c1cnn(-c2ccccn2)c1C (configuration not stated)	·	·	-165	1	11	-14	3	-2
Cc1cc(NC(=O)COC(=O)c2nccnc2N)n(-c2ccccc2)n1	12	-1	-12	-2	-19	-12	0	-1
O=C(CN1CCN(S(=O)(=O)c2cccc(Cl)c2)CC1)N1CCCCC1	8	7	4	0	-1	0	9	1
CSc1cccc(NC(=S)N2CCCN(Cc3ccc(F)cc3)C2)c1	9	3	-8	·	2	-3	-1	-2
COc1cc(C(=O)Oc2cccc(/C=N/NC(=O)c3cc(C)[nH]n3)c2)cc(OC)c1OC	17	1	-4	-4	10	·	-10	·
COc1ccc2nc(NC(=O)CSCc3c(C)noc3C)sc2c1	·	·	-41	·	-23	-22	-1	11

Three compounds out of the list above, sorted by their value in LGR2 antag, lowest first:
Compound	PGC1a acetyl inh	miR-122 sensor	LGR2 antag	CASP6 VEID inh
COc1ccc2nc(NC(=O)CSCc3c(C)noc3C)sc2c1	·	·	-23	11
CC(C)C(O)C1CCN(Cc2nc(Cc3ccccc3Cl)no2)CC1 (configuration not stated)	·	·	4	3
COc1ccc(-c2sc3ccc(-c4ccc5c(c4)OCO5)cc3c2-c2ccc(OC)nc2)cc1	5	0	13	-2

Other results
SMILES	PGC1a acetyl inh	miR-122 sensor	PAX8 inh HTS	Cneo AK release	LGR2 antag	EWS-Fli block	FN deposition inh	CASP6 VEID inh
COc1cc2c(C#CCCCO)c(-c3ccc(C#N)cc3)oc(=O)c2cc1OC	2	-10	12	0	·	8	-5	1
C[C@H]1CN([C@@H](C)CO)C(=O)c2cc(-c3ccccc3F)cnc2O[C@H]1CN(C)Cc1ccccc1F	3	-2[16.7 µM]	3	-2	-8	-9	-4	0
O=C(C1CCC1)N1CCC(c2nc3c(nnn3Cc3c(F)cccc3Cl)c(=O)[nH]2)CC1	-6	-10	38	-1	·	·	3	·
C[C@@H]1CN([C@@H](C)CO)S(=O)(=O)c2ccc(-c3cncnc3)cc2O[C@@H]1CN(C)Cc1cncnc1	9	-6[16.7 µM]	-8	8	4	-12	·	0
Cc1ccc(Cn2cnc3c(cnn3-c3ccc(F)cc3)c2=O)cc1	·	·	7	·	5	2	1	2
COc1cc(C(=O)NCCOc2ccccc2)cc(OC)c1OC	-11	8	-42	-3	-1	-7	-1	-2
C[C@H](CO)N1C[C@H](C)[C@H](CN(C)C(=O)NC2CCCCC2)Oc2ccc(NC(=O)Nc3ccccc3)cc2CC1=O	1	6[16.7 µM]	4	9	-1	-1	4	4
CCOc1ccccc1NC(=O)N1CCCN(c2ncccc2C#N)CC1	·	-7	10	3	-14	0	5	2
C[C@H]1CN([C@@H](C)CO)C(=O)CCCn2cc(nn2)CO[C@@H]1CN(C)C(=O)Nc1ccnc(N2CCOCC2)c1	6&8	-5	-1&-5	0&-5	15&-2	-5&-7	2&1	0&-1
COC(=O)C1=C(C)N(CCCC(=O)O)C(=O)NC1c1ccc(Cl)cc1 (configuration not stated)	-2	-2	4	1	12	-5	-18	-1
COCC(=O)Nc1ccc2c(c1)C(=O)N(C)[C@@H]1CC[C@@H](CC(=O)NCc3ccc(OC)cc3)O[C@H]1CO2	1	-46[16.7 µM]	-1	1	-12	1	-6	·
Cc1cccc(C)c1NC(=O)CSc1nc(COc2ccccc2)nc2ccccc12	1	7	·	0	16	·	·	·
COc1ccc(Cl)cc1NC(=O)C/C(C)=N/NC(=O)c1ccccc1Cl	9	4	-41	3	·	9	0	1
Cc1ccc(S(=O)(=O)N(C)C[C@@H]2Oc3ccc(NC(=O)NC4CCCCC4)cc3C(=O)N([C@@H](C)CO)C[C@@H]2C)cc1	2	-9[16.7 µM]	-2	0	7	1	·	-1
Cc1cc(C)c2cc(C#N)c(NCCCN)nc2c1	·	·	-13	·	7	-8	3	-10
COCC(=O)N1CCN(c2cccc(C(F)(F)F)c2)CC1	·	1	22	·	15	-10	-3	3
C[C@@H]1CN([C@H](C)CO)C(=O)c2cc(NC(=O)Cc3cn(C)c4ccccc34)ccc2O[C@@H]1CN(C)Cc1ccc(Oc2ccccc2)cc1	-16	9[16.7 µM]	·	46	2	8	·	-1
O=C(OCC(=O)N1CCCc2ccccc21)c1cnc(Cl)c(Cl)c1	·	·	2	·	-15	12	-1	2
Cc1ccc(S(=O)(=O)N(C)C[C@H]2OCCCC[C@@H](C)Oc3ccc(NC(=O)NC4CCCCC4)cc3C(=O)N([C@@H](C)CO)C[C@H]2C)cc1	28	-4[16.7 µM]	37	-3	-4	-4	20	3
C=CCN1C(=O)/C(=C/C(=O)OC)S/C1=N\NC(=O)c1ccccc1	4	-5	-15	5	14	6	7	-5

Gathered by group: the compounds so far containing two or more sulfur atoms
SMILES	PGC1a acetyl inh	miR-122 sensor	PAX8 inh HTS	Cneo AK release	LGR2 antag	EWS-Fli block	FN deposition inh	CASP6 VEID inh
Cc1cc(C)cc(NC(=S)N(CCCN2CCN(C)CC2)Cc2cccs2)c1	·	-1	-20	0	-7	8	-12	-4
Cc1ccc(SCC(=O)Nc2ccc(S(=O)(=O)Nc3nccs3)cc2)cc1	·	·	30	·	-10	7	1	21
COc1ccc(S(=O)(=O)Nc2cccc3c2O[C@@H](CN(C)S(=O)(=O)c2cn(C)cn2)[C@@H](C)CN([C@H](C)CO)C3=O)cc1	6	-5[16.7 µM]	·	-1	-1	-3	-8	-4
COc1cc(/C=C2/SC(=S)N(Cc3ccccc3)C2=O)cc(Cl)c1O	-4	-10	-23	-4	9	14	-25	3
Cc1cc(Cl)ccc1NC(=O)CN1C(=O)CSc2ccc(S(=O)(=O)N3CCOCC3)cc21	-3	9	8	·	-4	·	5	2
CCOC(=O)c1c(NC(C)=O)sc2c1CCC(C=O)=C2Sc1ccccc1	-16	0	·	2	5	27	·	-1
CSc1cccc(NC(=S)N2CCCN(Cc3ccc(F)cc3)C2)c1	9	3	-8	·	2	-3	-1	-2
COc1ccc2nc(NC(=O)CSCc3c(C)noc3C)sc2c1	·	·	-41	·	-23	-22	-1	11
